# Arr AP2 block – inhibitors of human beta-arrestin and AP2 interaction; FITC-arrestin peptide / GST-AP2 beads, flow cytometry; AP2 beta2 appendage carries R879A mutation; inhibition, % at 10 µM; 340,000 compounds, 0.31% hits; AID 504490;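 active = inhibition above a set limit, near 3 SD of compounds lacking own fluorescence, cut at about 54% in these data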;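 note: plate controls were DMSO wells for no effect and 5 µM unlabelled arrestin peptide for full effect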
#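 Material – AP2 appendage R879A on GSH beads · Buffer or medium – PBS with 0.05% Tween 20 and 0.1% BSA · Probe or stimulus – fluorescein-tagged arrestin peptide at 50 nM final · Incubation – compound with beads 12 min RT, then probe 1 h RT · Detection – high-throughput flow cytometry of beads, ex 488, em 535 nm · Evaluation – percent response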
# NSD2 HMT inh – blocks human histone methyltransferase NSD2 | O96028 | NSD2 peptide methylation, AlphaScreen, 120 min | inhibition, % at 12.5 µM | 310,000 compounds, 0.54% hits; in the data active = inhibition above about 50%
# Mot1-301 SUMO – blocks SUMOylation pathway, rescuing yeast Mot1-301 growth; AID 2716; growth rescue, % at 18.8 µM; 320,000 compounds, 1% hits; S. cerevisiae Mot1-301 growth rescue, ATP luminescence, 38.5C; percent above DMSO median, 100 means doubled;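 active = every valid replicate shows activation above 250% relative to neutral control wells; inactive = the rest, any valid replicate at or below 250%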;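 note: OY570 slx delta 5 strain wells were the positive control but not used for scaling; some compounds called inactive have numbers as strong as hits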
# PKA-R2B activ – PKA-R2B complex activation. P22694+P31323. PKA-R2B holoenzyme dissociation, Cy5-IP20 fluorescence polarization; R2B truncated from residue 108, S112A mutant; 0% DMSO only, 100% 113 µM cGMP. activation, % at 11.4 µM. 340,000 compounds, 0.079% hits. AID 504700;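 active = activation above a cutoff set at the mean over all compounds plus 3 SD, cut at about 18% in these data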;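 note: higher means more holoenzyme dissociation and a rise in polarization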
# Target sequence (P31323 whole entry, looked up, other chains not shown, the tested form may be a part): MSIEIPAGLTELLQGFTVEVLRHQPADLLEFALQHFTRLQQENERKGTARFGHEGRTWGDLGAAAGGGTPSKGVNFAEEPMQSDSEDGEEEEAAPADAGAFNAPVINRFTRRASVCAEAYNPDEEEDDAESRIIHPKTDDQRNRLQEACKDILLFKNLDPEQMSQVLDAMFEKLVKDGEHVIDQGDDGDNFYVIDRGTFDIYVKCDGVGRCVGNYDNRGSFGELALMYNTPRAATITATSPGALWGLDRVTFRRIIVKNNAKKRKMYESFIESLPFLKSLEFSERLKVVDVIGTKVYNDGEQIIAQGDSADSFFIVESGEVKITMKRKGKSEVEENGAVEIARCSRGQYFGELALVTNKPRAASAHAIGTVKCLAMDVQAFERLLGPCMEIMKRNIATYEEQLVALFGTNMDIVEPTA
# PKA-R1A activ – PKA-R1A complex activation. P00514+P68181. 340,000 compounds, 0.083% hits. activation, % at 11.4 µM. PKA-R1A dissociation, Cy5-IP20 fluorescence polarization; scaled: DMSO 0%, 113 µM cGMP 100%;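 active = percent activation above the mean of all tested compounds plus 3 SD, cut at about 19% in these data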;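 note: higher means more PKAc released from R1A so a rise in polarization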
# CDK5 inh – blocks human CDK5/p35 kinase activity; Recombinant CDK5/p35, ADP-Glo luminescence, 60 min; Q00535+Q15078; 330,000 compounds, 0.01% hits; inhibition, % at 10 µM;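 active = highest replicate inhibition of at least 50% and at least 75% of replicates reaching 50%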;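 note: plate controls were DMSO neutral control for no effect and GW8510 at 10 µM for full effect; many of its hits are not listed in these tables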
# Target sequence (Q00535 whole entry, looked up): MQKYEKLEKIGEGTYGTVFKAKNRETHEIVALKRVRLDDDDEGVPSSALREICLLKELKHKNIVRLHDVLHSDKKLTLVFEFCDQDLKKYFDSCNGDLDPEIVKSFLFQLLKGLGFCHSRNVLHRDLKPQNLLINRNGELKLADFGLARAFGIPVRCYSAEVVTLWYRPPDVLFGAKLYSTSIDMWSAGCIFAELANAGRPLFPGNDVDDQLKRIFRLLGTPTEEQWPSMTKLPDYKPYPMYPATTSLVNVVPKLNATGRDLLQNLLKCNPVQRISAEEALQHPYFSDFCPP
# Target sequence (Q15078 whole entry, looked up): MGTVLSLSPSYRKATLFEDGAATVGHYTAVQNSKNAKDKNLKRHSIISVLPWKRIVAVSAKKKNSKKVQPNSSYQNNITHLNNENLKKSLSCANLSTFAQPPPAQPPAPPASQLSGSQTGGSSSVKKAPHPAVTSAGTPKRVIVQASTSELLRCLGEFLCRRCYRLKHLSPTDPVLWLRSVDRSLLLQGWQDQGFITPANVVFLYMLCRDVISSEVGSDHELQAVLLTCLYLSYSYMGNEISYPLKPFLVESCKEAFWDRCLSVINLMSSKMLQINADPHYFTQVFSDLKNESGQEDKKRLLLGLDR
# MITF TRPM1 HTS – MITF TRPM1 promoter activation in melanoma cells | SK-MEL-5 TRPM1-promoter luciferase, 24 h; % of positive control, neutral wells = 0 | activation, % at 12.5 µM | 300,000 compounds, 0.75% hits | AID 588334;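 active = mean activation of at least 80% with every replicate also reaching 80%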;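 note: 0% = neutral control wells and 100% = parthenolide positive control wells; values of inactives mirror those of a sister screen read the other way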
# SR-BI HDL uptake – inhibitors of mouse SR-BI mediated HDL lipid uptake. Q61009. ldlA[mSR-BI] CHO cells, DiI-HDL uptake fluorescence, 3 h. inhibition, % at 12.5 µM. 320,000 compounds, 0.96% hits;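 active = mean replicate inhibition of at least 70% and a set share of replicates each scoring 70 or more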;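 note: 0% = median of neutral control wells and 100% = median of positive control wells; values of inactives mirror those of a sister screen read the other way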
# DSG3 Ab inh – blocks pemphigus antibody binding to human desmoglein-3. P32926. DSG3-coupled beads, scFv-anti-DSG3-GFP binding, flow cytometry; active compounds read low. binding (percent of control), % at 10 µM. 310,000 compounds, 0.48% hits;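 active = binding more than 3 SD below its plate's average and above zero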;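 note: hits lower antibody fragment binding to DSG3; some compounds called inactive have numbers as strong as hits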
# SR-BI uptake up – activators of SR-BI mediated HDL lipid uptake; AID 504775; CHO ldlA[mSR-BI] cells, DiI-HDL uptake fluorescence, 3 h; 100 = double the neutral-control signal; activation, % at 12.5 µM; 320,000 compounds, 0.096% hits;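 active = mean replicate activation of at least 60% and every replicate at or above 60%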;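 note: 0% = median plate neutral-control signal and 100% = twice that signal; values of inactives mirror those of a sister screen read the other way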
#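 Material – SR-BI-overexpressing, LDLR-lacking CHO cells · Medium – BSA-supplemented, HEPES-buffered Ham's F12, pH 7.4 · Doses – single concentration · Times – compound with DiI-HDL co-incubation, 3 h at 37 °C · Measured by – bottom-read fluorescence, 550/595 nm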
# dFosB act – enhances mouse delta FosB homodimer DNA binding | P13346 | purified delta FosB, TAMRA-CDK5 oligo fluorescence polarization; percent of positive-control signal above neutral wells | activation, % at 25 µM | 340,000 compounds, 0.99% hits | AID 493131;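 active = mean activation above about 17%, with every replicate also reaching it, limit read from the data, passing the limit was not always enough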;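 note: fluorescence polarization rise as delta FosB binds a TAMRA Cdk5 AP-1 oligo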
# Starred values were filed as active, the others as inactive; i = inactive; / = not tested or not shown. An unsorted share of the library. About 4.7% of those tested had a hit in this group.
compound	Arr AP2 block	NSD2 HMT inh	Mot1-301 SUMO	PKA-R2B activ	PKA-R1A activ	CDK5 inh	MITF TRPM1 HTS	SR-BI HDL uptake	DSG3 Ab inh	SR-BI uptake up	dFosB act
Cc1ccc(-c2nc(-c3ccc(Cl)cc3)sc2CC(=O)O)c(C)c1	-6	-1	/	-8	-14	0.0	-11	-18	100	18	1
Cc1ccc(S(=O)(=O)NCCCCCC(=O)NCCc2ccccc2)cc1	28	3	6	-5	10	-0.6	6	-14	113	14	-11
O=C(CCCc1ccccc1)NCCCc1ccccc1	-5	-6	88	7	-4	2.1	-5	-23	94	23	-2
Cc1ccccc1/C(N)=N/OC(=O)c1ccc(F)cc1	19	-4	7	-6	-7	-0.4	28	-12	103	12	-9
C/C(=N\NC(=S)NCc1ccccc1)c1ccccc1F	14	0	12	2	1	0.3	-1	21	105	-21	-3
CCC(=O)c1ccc(OCC(=O)Nc2cccc(S(=O)(=O)N(C)c3ccccc3)c2)cc1	-7	0	10	-2	-2	-0.4	0	47	112	/	0
O=C(CN1CCN(Cc2ccc(F)cc2)CC1)NCCc1ccccc1	5	2	-5	-11	-11	1.5	-8	0	108	0	-3
O=C(COc1ncnc2ccccc12)c1ccc(Cl)cc1	8	-2	394	5	-5	0.0	27	4	103	-4	3
O=C1c2ccccc2[C@@H]2C[C@@H](O)[C@H](Nc3cccc(Cl)n3)CCN12	-10	/	/	-3	0	-5.1	-2	-7	100	7	1
COc1ccc(C(=O)NCC(C)NC(=O)c2ccc(OC)c(OC)c2)cc1OC (stereo not drawn)	-2	-5	-23	-1	-15	-0.7	/	/	/	/	-4
CC(=O)Nc1c(O)nc(SCC(=O)Nc2sc3c(c2C#N)CCCCCC3)[nH]c1=O	-2	4	-9	-5	-14	-1.3	-6	-5	115	5	-6
COc1ccc(CCNC(=O)C/C(C)=N/NC(=O)C2CCCCC2)cc1OC	11	-1	-23	0	-3	0.9	-7	-4	104	4	-8
CS(=O)(=O)N(CC(=O)NCCSC1CCCCC1)c1ccc2c(c1)OCO2	0	-2	-2	-1	-12	-0.2	0	-4	123	4	-3
Cc1ccc(S(=O)(=O)N2CCC(C(=O)N3CCC[C@H]3C(=O)NCc3ccccc3)CC2)cc1	8	-1	-9	1	-8	-0.5	-1	-34	107	34	-4
O=C(NCN1C(=O)C2C3C=CC(C3)C2C1=O)OC1CCCCC1 (stereo not drawn)	13	0	431	8	3	1.9	14	83*	110	-83	1
COc1ccccc1C1CC(=O)Oc2cc(C)cc(C)c21 (stereo not drawn)	10	/	/	-4	-4	5.4	-7	0	102	0	-5
O=C(Nc1ccccc1)c1ncoc1-c1ccc(Cl)cc1	2	0	0	-4	-12	0.4	0	-12	/	12	-1
O=[N+]([O-])c1cccc2ncccc12	4	0	-17	-11	5	0.5	-9	-8	82	8	-8
COc1ccc(S(=O)(=O)N2CCNC(=O)CC2)cc1	2	3	-26	2	0	-0.4	4	-3	116	3	1
OCCC1CN(Cc2cnc(-c3ccc(Cl)cc3)nc2)CCN1C1CCCC1 (stereo not drawn)	29	0	5	-8	8	-3.2	-5	/	104	/	-10

# As entered above.
# O=C1c2ccccc2[C@@H]2C[C@@H](O)[C@H](Nc3cccc(Cl)n3)CCN12 in CDK5 inh → -5.1
# CCC(=O)c1ccc(OCC(=O)Nc2cccc(S(=O)(=O)N(C)c3ccccc3)c2)cc1 in MITF TRPM1 HTS → 0

# (listing goes on)
# Value order – Arr AP2 block, NSD2 HMT inh, Mot1-301 SUMO, PKA-R2B activ, PKA-R1A activ, CDK5 inh, MITF TRPM1 HTS, SR-BI HDL uptake, DSG3 Ab inh, SR-BI uptake up, dFosB act
COc1ccc2cc(C3C(C#N)=C(N)OC(C)=C3C(C)=O)c(Cl)nc2c1 (stereo not drawn)
 : 10, 5, 206, 2, -2, -2.5, 9, -4, 99, 4, -6
CCN(CC)S(=O)(=O)c1ccc(C(=O)Oc2coc(CSc3nc(C)cc(C)n3)cc2=O)cc1
 : 9, -2, 8, 5, 3, -0.1, -2, -53, 97, 53, -10
CCOC(=O)N1CCN(CCC(=O)Nc2ccc(OC)cc2OC)CC1
 : 31, -16, 52, 2, 0, -2.6, 1, 4, 123, -4, -2
CCc1sc(C(=O)Nc2ncccc2C)cc1C
 : 14, -1, i, -9, -5, 0.1, 15, 7, 105, -7, 3
Cc1ccn2cc(CCNS(=O)(=O)c3ccc4c(c3)CCCC4)nc2c1
 : 2, /, 2, 5, -2, 1.1, /, -13, 102, 13, -10
O=C(Nc1ccccc1)c1cccc(N2C(=O)CCC2=O)c1
 : 5, -2, -2, -3, -5, 1.6, -3, -8, /, 8, 3
Cc1ccc(-c2c(C(=O)NCc3ccccc3)oc(=O)c3ccccc23)cc1
 : 19, -1, 6, -11, -4, -0.7, -7, /, 101, /, -5
CC(=O)NNc1ncnc2c1cnn2-c1ccc(C)cc1
 : -22, 0, 15, 6, -12, -1.8, 8, -17, 123, 17, -6
O=C(CCS(=O)(=O)c1ccccc1F)Nc1ccc(N2CCN(Cc3ccccc3)CC2)cc1
 : 3, 1, 10, -2, -2, 1.3, 11, -18, 108, 18, -9
CCOC(=O)CN(C(=O)CN1CCC(n2nnc3cc(C)ccc32)CC1)c1ccccc1
 : 7, /, 210, -7, -13, -0.1, -8, -1, 89, 1, -3
C=C(C)CN(CC)C(=O)CC1C(=O)NCCN1CC(C)(C)C (stereo not drawn)
 : 11, 0, 0, 1, -25, 0.3, 0, /, 91, /, -6
CCOc1ncccc1C(=O)N(C)CC(=O)Nc1ccc(C)cc1
 : 7, 2, -8, -1, 4, -1.2, -6, -5, 102, 5, 3
O=C1c2cccnc2-c2ncccc21
 : 0, -4, -16, 3, 0, -0.6, 7, -21, 106, 21, 3
CC(C(=O)Nc1ccc2c(c1)OCO2)c1ccc([N+](=O)[O-])cc1 (stereo not drawn)
 : 65*, -1, -3, 5, 6, 0.2, -11, -33, 83, 33, -2
Cc1nc(S/C(=C/c2ccc(-c3cc(Cl)ccc3C)o2)C(=O)O)n[nH]1
 : 21, -1, -2, 6, 8, 1.5, -4, /, 98, /, -17

# Part of the list above, showing only Mot1-301 SUMO, DSG3 Ab inh and PKA-R1A activ:
Structure	Mot1-301 SUMO	DSG3 Ab inh	PKA-R1A activ
CCN(CC)S(=O)(=O)c1ccc(C(=O)Oc2coc(CSc3nc(C)cc(C)n3)cc2=O)cc1	8	97	3
O=C(NCN1C(=O)C2C3C=CC(C3)C2C1=O)OC1CCCCC1 (stereo not drawn)	431	110	3
Cc1ccc(-c2c(C(=O)NCc3ccccc3)oc(=O)c3ccccc23)cc1	6	101	-4
CC(C(=O)Nc1ccc2c(c1)OCO2)c1ccc([N+](=O)[O-])cc1 (stereo not drawn)	-3	83	6
Cc1ccc(S(=O)(=O)N2CCC(C(=O)N3CCC[C@H]3C(=O)NCc3ccccc3)CC2)cc1	-9	107	-8

# Further structures follow.
# Value order – Arr AP2 block, NSD2 HMT inh, Mot1-301 SUMO, PKA-R2B activ, PKA-R1A activ, CDK5 inh, MITF TRPM1 HTS, SR-BI HDL uptake, DSG3 Ab inh, SR-BI uptake up, dFosB act
Cc1cc(NC(=O)CCC(=O)N(c2cccc(F)c2)C(C(=O)NC2CCCC2)c2ccccc2)no1 (stereo not drawn)
 : 15, 4, -15, 3, 4, 0.8, -6, 5, /, -5, -1
CC(C)CCn1nnnc1C(C(C)C)N1CCC(C(N)=O)CC1 (stereo not drawn)
 : 4, 0, 8, -5, -6, -4.5, -2, -7, /, 7, -4
Cc1cccc(NC(=O)Nc2ccc3c(c2)OCO3)n1
 : 4, 7, 20, -4, -1, -0.9, 64, -8, 134, 8, 2
COc1ccc2c(c1)-c1nc(N)sc1CC2
 : 48, 32, -1, 2, -5, -2.4, 10, /, 110, /, -13
Cc1cccc(NC(=S)N2CCC(C(=O)c3ccc(F)cc3)CC2)c1C
 : -4, -1, 5, -4, -2, -1.1, 5, 45, 129, -45, -8
Fc1ccc(CSc2nnc3ccc(-c4ccncc4)nn23)cc1
 : 35, -2, -5, -7, 11, 0.2, 5, /, 99, /, 0
Cc1ccc(S(=O)(=O)n2nc(OC(=O)c3ccco3)cc2N)cc1
 : -4, 7, 1, -7, -10, 0.1, /, -26, 86, 26, 7
O=C1CC(N2CCOCC2)C(=O)N1CCN1C(=O)CC(N2CCOCC2)C1=O (stereo not drawn)
 : -11, 0, -43, -7, -2, -1.5, -4, 1, /, -1, -3
COc1ccc(OCC(=O)Nc2ccccc2OC)cc1
 : 5, -7, -12, 2, -6, 0.1, 30, -21, 103, 21, -1
CCCCn1c(=O)c(CCC(=O)OCC(=O)Nc2cc(Cl)ccc2OC)nc2ccccc21
 : -1, -1, 103, -4, 5, -1.6, 0, -2, 103, 2, 4
CC(=O)OCCN1C(=O)c2cccnc2C1=O
 : 2, -2, 3, -4, -4, -0.9, -2, 10, 95, -10, 2
CCOC(=O)N/N=C\c1ccc(C)s1
 : 7, -5, -5, -10, 4, 1.2, 3, -22, 95, 22, 8
CC(C)C(NS(=O)(=O)c1ccc2c(c1)oc(=O)n2C)C(=O)N1CCN(C2CCCCC2)CC1 (stereo not drawn)
 : 2, /, 593, -7, -2, -2.0, -3, -10, 104, 10, -9
COC(=O)NCN1C(=O)C2C3C=CC(C3)C2C1=O (stereo not drawn)
 : 7, -1, 3, -6, -6, 0.1, -8, -11, 91, 11, 2
C=CCNC(=O)CN1C(=O)NC(C)(c2ccc(OC)cc2)C1=O (stereo not drawn)
 : -5, -2, 10, -5, 11, 0.5, -11, /, 118, /, 0
CN1CCN(NC(=O)C23CC4CC(CC(C4)C2)C3)CC1
 : 7, -2, -11, -1, 0, -3.0, 5, -2, 109, 2, -2
CN(C(=O)c1ccc(=O)[nH]c1)C1(C(=O)NC2CCCCC2)CCCCC1
 : -8, /, -14, 8, 6, 0.0, -5, -1, 99, 1, 0

# High-throughput results (PubChem)
